Screening data deposited in PubChem by several laboratories.
bIAP act: bovine intestinal alkaline phosphatase activators, primary screen, biochemical, bovine IAP, CDP-star luminescence; activation factor at 20 µM; actives 0.17% (n = 200,000); AID 1016, 2008; purified bovine IAP, 30 min; stronger effect = higher value; fold of DMSO-control signal, blank-subtracted; alkaline phosphatase, intestinal [Bos taurus];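 active = activation factor of 2 or more at 20 µM, a signal rise over negative controls twice the positive control's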
PMI act hi M6P: human PMI activators, high substrate, primary screen, biochemical, fluorescence intensity, near-saturating mannose 6-phosphate. actives 0.34% (n = 190,000). activation factor at 20 µM. Mannose-6-phosphate isomerase (Homo sapiens), P34949. coupled PMI enzyme assay, resazurin fluorescence, 20 min; stronger effect = higher value; 1 = untreated enzyme, 0 = substrate-free blank;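 active = activation factor of 2 or more at 20 µM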
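test system = human PMI in coupled enzyme assay | medium = HEPES-buffered pH 7.4 with magnesium and detergent | also added = 1.0 mM mannose-6-phosphate substrate with 0.22 mM NADP+ | compound = 20 µM single dose | times = 20 min incubation at room temperature | measured by = resorufin fluorescence (Ex 544/Em 590 nm) from resazurin via diaphorase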
FLuc act counter: FLuc activators, initial screening, artefact control for FLuc-dependent activation tests, biochemical, ATPlite luminescence; 200,000 tested, under 10 active; AID 1027, 2008; activation factor at 10 µM; ATPlite luciferase biochemical, 10 min; 0 = ATP-free wells, 1 = DMSO control; Luciferin 4-monooxygenase (Photinus pyralis), P08659;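 active = luciferase activation factor, scaled between plate controls, of at least 2 with compound at 10 µM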
Target sequence (P08659 whole entry, looked up): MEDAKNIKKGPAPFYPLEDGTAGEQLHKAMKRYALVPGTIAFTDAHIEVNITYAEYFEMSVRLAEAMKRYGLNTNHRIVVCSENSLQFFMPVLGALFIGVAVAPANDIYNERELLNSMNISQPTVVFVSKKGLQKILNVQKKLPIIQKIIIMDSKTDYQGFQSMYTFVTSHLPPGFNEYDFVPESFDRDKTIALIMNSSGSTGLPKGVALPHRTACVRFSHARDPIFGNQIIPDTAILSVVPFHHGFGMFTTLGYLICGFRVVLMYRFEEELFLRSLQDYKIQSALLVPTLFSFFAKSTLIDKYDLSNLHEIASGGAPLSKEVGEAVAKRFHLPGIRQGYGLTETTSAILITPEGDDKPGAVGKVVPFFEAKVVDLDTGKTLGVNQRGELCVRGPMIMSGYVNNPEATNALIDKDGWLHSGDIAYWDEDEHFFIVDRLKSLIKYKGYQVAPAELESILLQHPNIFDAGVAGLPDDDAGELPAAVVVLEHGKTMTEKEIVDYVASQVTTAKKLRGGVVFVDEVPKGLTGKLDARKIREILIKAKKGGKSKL
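Material: Luciferase/luciferin reagent mix; Doses: test compounds dosed from 2 mM stocks in 100% DMSO; Schedule: 10 min incubation after luciferase reagent addition, room temperature; Measured by: luminescence from luciferase reaction; Read-out: luminescence gain marking luciferase activators.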
NF-kB expr up: activators of NF-kB expression in neurons, primary screen, cell-based, HTS | human neuronal cells, NF-kB reporter expression; stronger effect = higher value | fold change at 12.5 µM | actives 1.6% (n = 190,000) | AID 1239, 2008; in the data active = fold change above about 3.3
TNAP inh noacc: human TNAP enzyme inhibitors, primary screen, biochemical, luminescent, no phosphate acceptor, uHTS; Alkaline phosphatase, tissue-nonspecific isozyme (Homo sapiens), P05186; purified TNAP, CDP-star luminescence, 30 min; actives 0.26% (n = 200,000); inhibition, % at 20 µM;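 active = tissue-nonspecific alkaline phosphatase inhibition above about 50% at 20 µM in the single-dose screen, limit read from the data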;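 note: 0% = DMSO negative control and 100% = EDTA positive control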
Target sequence (P05186 whole entry, looked up): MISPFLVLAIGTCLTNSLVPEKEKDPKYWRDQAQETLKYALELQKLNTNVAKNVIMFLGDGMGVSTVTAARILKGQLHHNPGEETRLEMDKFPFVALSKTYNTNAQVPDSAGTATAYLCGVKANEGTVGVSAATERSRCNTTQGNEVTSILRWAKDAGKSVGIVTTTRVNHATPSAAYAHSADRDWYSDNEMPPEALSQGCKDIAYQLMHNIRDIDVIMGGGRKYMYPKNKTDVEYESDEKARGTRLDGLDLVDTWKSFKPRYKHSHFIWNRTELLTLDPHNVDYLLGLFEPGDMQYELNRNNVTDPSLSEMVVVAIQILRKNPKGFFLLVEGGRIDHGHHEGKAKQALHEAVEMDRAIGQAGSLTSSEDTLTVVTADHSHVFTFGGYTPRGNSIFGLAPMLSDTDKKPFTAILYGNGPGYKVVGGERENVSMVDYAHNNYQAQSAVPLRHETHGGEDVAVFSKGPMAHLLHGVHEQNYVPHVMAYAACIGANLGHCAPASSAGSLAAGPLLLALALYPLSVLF
PMI activator: activators of human PMI, primary screen, biochemical, fluorescence intensity, near-Km mannose 6-phosphate. Mannose-6-phosphate isomerase (Homo sapiens), P34949. purified human PMI, coupled resazurin fluorescence, 20 min; stronger effect = higher value; 1 = vehicle control, 0 substrate-free wells. activation factor at 20 µM. actives 0.005% (n = 190,000). AID 1214, 2008;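 active = activation factor of 2 or more at 20 µM, relative to plate controls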
TNAP inh hiacc: human TNAP enzyme inhibitors, primary screen, biochemical, luminescent, high phosphate acceptor level, uHTS | Alkaline phosphatase, tissue-nonspecific isozyme (Homo sapiens), P05186 | purified TNAP, CDP-star luminescence, 1 M DEA | inhibition, % at 20 µM | actives 0.03% (n = 200,000) | AID 1135, 2008;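 active = over 50% inhibition of tissue-nonspecific alkaline phosphatase at 20 µM in the single-dose screen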;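 note: plate controls were DMSO wells for no effect and EDTA-quenched wells as full inhibition for full effect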
TNAP act hiacc: TNAP activators at high phosphate acceptor level, primary screen, biochemical, luminescence, uHTS | Alkaline phosphatase, tissue-nonspecific isozyme (Homo sapiens), P05186 | purified TNAP, CDP-star luminescence, 1 M DEA, 30 min; stronger effect = higher value; 0 = EDTA background, 1 = DMSO-only activity | activation factor at 20 µM | 200,000 tested, under 10 active;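 active = activation factor at least 2 at 20 µM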
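Control set: EDTA negative control, DMSO positive control / Assay system: human TNAP / Quantity: TNAP 1/800 final / Evaluation: TNAP activation factor scaled between EDTA and DMSO control wells / Measured by: luminescent substrate turnover signal / Compound dosing: one dose, 20 µM / Times: 30 min enzyme reaction at room temperature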
APP 5'UTR act: activators of APP 5'UTR luciferase reporter, primary screen, SH-SY5Y cells; actives 1% (n = 190,000); AID 1276, 2008; activation, % at 2 µM; SH-SY5Y APP 5'UTR luciferase reporter, luminescence; zero percent = DMSO vehicle wells;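 active = activation above a set limit, based on mean plus 3 SD of controls, cut at about 140% in these data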; note: values of inactives mirror those of a sister screen read the other way
FLuc inhib CS: firefly luciferase enzyme inhibitors, primary screen, artefact control for luciferase-based inhibitor screens, biochemical, luminescence, ATPLite; Luciferin 4-monooxygenase (Photinus pyralis), P08659; inhibition, % at 10 µM; actives 1.5% (n = 200,000); 10 min; AID 1006, 2008;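 active = inhibition above about 50% when tested at 10 µM, limit read from the data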
Numbers without * were called inactive; . = not tested or not shown.

Values in the order: PMI activator	PMI act hi M6P	FLuc inhib CS	TNAP inh noacc	TNAP act hiacc	APP 5'UTR act	FLuc act counter	TNAP inh hiacc	bIAP act	NF-kB expr up
> CC(C)NC(=O)C(C)n1cccc1C(=O)c1ccccc1 (stereo not drawn)
 : 1.1	1	-10	0	1	-1	1.1	-3	1	1.1
> CCOc1ccc2nc(NCCNC(=O)C3CC3)c(C)cc2c1
 : 1	0.9	-5	-6	1	.	1	-2	1	.
> CCN(CC)c1ccc(N=Nc2nn(C)c(C)c2[N+](=O)[O-])cc1
 : 0.9	0.9	76*	37	0.4	142*	0.2	56*	0.8	5.7*
> CCOC(=O)c1c(NC(=S)Nc2ccc(OC)cc2)sc2c1CCC2
 : 0.8	0.9	5	5	0.9	10	1	6	1	1.1
> CC1=C(C(N)=O)C(c2sccc2C)n2nnnc2N1 (stereo not drawn)
 : 1	1.1	1	-9	1.1	-4	1	-6	1	0.96
> CCC1Cc2c(nc(N)c3c(N)nc(N4CCOCC4)c(C#N)c23)O1 (stereo not drawn)
 : 0.7	0.4	2	-12	1.1	9	1	-7	1	0.88
> Nc1nc(SCC(=O)N2CCc3ccccc32)[nH]c(=O)c1-c1ccccc1
 : 1	1.1	-5	66*	1.1	-15	1.1	-9	1	1.2
> O=S(Cc1ccc(Br)cc1)Cc1nnc(SCc2ccc(Br)cc2)n1-c1ccccc1 (stereo not drawn)
 : 0.8	0.8	-8	-8	1.1	-15	1.1	-7	0.9	0.67
> CCOc1ccc(C(=S)N2CCOCC2)cc1OC
 : 1	1	-4	-11	1	-20	1	-1	0.9	1.2
> C[C@@H]1CC[C@]2(O[C@@H](CCO)C[C@H](O)[C@H]2O)O1
 : 1	1	-3	-8	1	1	1	-1	1.1	1
> COc1cccc(-n2nnc3c(=O)n(CC(=O)NCC4CCCO4)cnc32)c1 (stereo not drawn)
 : 1	1	-2	-7	1	-5	1	0	0.9	1
> Clc1cc(Br)ccc1OCCOCCOc1cccc2cccnc12
 : 0.9	0.9	-6	5	1	18	1.1	-1	0.9	0.96
> CC1(C)CC(=O)c2c(O)cc(O)cc2O1
 : 1	1	-1	-3	1	6	1	4	1	1.1
> c1cc(-c2nnc3sc(C4CCCCC4)nn23)ccn1
 : 1.1	1	-8	-8	1.1	-10	1.1	-8	1	0.87
> CC(Sc1n[nH]c(N)n1)c1nc2scc(-c3cccs3)c2c(=O)[nH]1 (stereo not drawn)
 : 1	1.1	-2	-1	1	23	1	-5	1.7	1
> CCOC(=O)c1ccc(CNC(=O)Cn2nnc(-c3cccc(C)c3)n2)o1
 : 1	1	-4	-8	1	-6	1	-4	1	1.3
> O=CN1CCN(C(=O)CN2C(=O)c3ccccc3C2=O)CC1
 : 1	1	-3	-9	1	12	1	0	1	1
> O=C(CN(Cc1ccco1)C(=O)CCC(=O)Nc1ccccn1)NCCc1ccccc1
 : 0.9	0.9	-3	-2	1	-4	1	-2	1	0.95
> O=C(Nc1cc2c(cc1Cl)OCCO2)c1ccco1
 : 1	0.9	16	-10	1	49	0.8	-3	0.9	2.1
> COc1ccccc1Nc1nc(Cl)nc(NC(C)(C)C)n1
 : 1	1	1	-11	1	1	1	-4	0.9	1.1
> CCC(=O)NC(c1ccccc1OC)c1ccc2cccnc2c1O (stereo not drawn)
 : 0.8	0.5	-6	-4	1.1	-89	1.1	-6	1	6.9*
> CCOC(=O)C1(CC)CC(CSc2nc3ccccc3[nH]2)OC1=O (stereo not drawn)
 : 1	1.1	1	-5	1	3	1	-1	0.9	0.96
> Cc1cc(NC(=O)CSc2nnc(Nc3ccccc3F)s2)no1
 : 1	1	-5	-6	1.1	5	1.1	-5	0.9	0.91
> N/C(=N\OS(=O)(=O)c1ccc2ccccc2c1)c1ccccn1
 : 1.2	1.1	1	-4	1	-15	1	-2	1.3	1.1
> CCN(CC)c1ccc(-n2c(O)c(C=C3N=c4ccccc4=N3)sc2=S)cc1
 : 1	1	-6	6	0.9	28	1.1	6	1	1.1
> CCOc1ccc(-n2c(SCC(=O)Nc3ccccc3CC)nc3n[nH]c(C)c3c2=N)cc1
 : 1	1	-7	-15	1	8	1.1	1	1.2	0.51
> CCCCS(=O)(=O)NC1=NCN(CC)CN1
 : 1	1	-4	-5	1	17	1	1	1	1.1
> COc1ccc2cc(C(=O)C3CCCN(C(=O)Cc4c(C)noc4C)C3)ccc2c1 (stereo not drawn)
 : 0.8	0.9	-4	-1	1	0	1	-2	1	1.1
> Cc1cc(C(=O)NCc2ccccc2F)cs1
 : 1	1.1	-3	-4	1.1	12	1	-6	0.9	1.1
> Cc1ccc(S(=O)(=O)NNC(=O)CCC(=O)Nc2ccc(C)c(C)c2)cc1
 : 1	1.1	3	2	0.9	21	1	5	1	0.95
> C/C(=N\NC(=O)c1ccc([N+](=O)[O-])cc1Cl)c1ccccc1
 : 1	1	8	-6	1	25	0.9	-5	1	1.8
> Cc1cccn2c(=O)c3cc(C#N)c(=N)n(CCN4CCOCC4)c3nc12
 : 1	1	-2	-11	1	-47	1	-3	1	1.2
> Cc1cccc(C(C)(C)C)c1OCCOCCN1CCCC1
 : 1.1	1.1	-8	-10	1.1	7	1.1	-8	0.9	0.86
> COc1ccc(NC(=O)c2csc(Cc3ccc(Cl)cc3)n2)cc1
 : 0.9	1	-4	-6	1	-11	1	-3	0.8	0.97
> CCC(C(=O)O)P(=O)(c1ccc(Cl)cc1)c1ccc(Cl)cc1 (stereo not drawn)
 : 1.1	1	-2	-6	1	16	1	-3	1.1	1.4
> Cn1c(N)c(C(=O)c2cc(-c3ccccn3)nc3ccccc23)c(=O)[nH]c1=O
 : 1	0.9	11	-7	1	0	0.9	-4	1.2	1.1
> COc1cc([N+](=O)[O-])ccc1NC(=O)/C=C/C(=O)O
 : 1.3	1.1	6	-1	1	28	0.9	4	1	1.2
> C/C(O)=C(\N=Nc1cc(C)ccc1O)C(N)=O
 : 1	0.7	-2	-128	0.8	-3	1	17	0.9	1.3
> CCC(C)NC(=O)CN(C)S(=O)(=O)c1ccc2c(c1)c(=O)n(C)c(=O)n2C (stereo not drawn)
 : 0.9	0.9	-2	-21	1.1	7	1	-5	1	1
> O=c1[nH]nc(Cc2ccccn2)c2ccccc12
 : 1	1	-9	-8	1.1	-6	1.1	-6	1	1.1
> CCOC(=O)c1c(C)[nH]c(C(=O)COC(=O)CCS(=O)(=O)c2ccc(C)cc2)c1C
 : 0.9	0.9	-3	-3	1	3	1	1	1.2	1
> CCCn1c(SC2C(=O)CC(C)(C)CC2=O)nc2c1c(=O)n(C)c(=O)n2C
 : 1.2	1.2	-9	-3	1.1	-3	1.1	-6	1	1.4
> Cc1ccc(-c2ccc(SCC(=O)Nc3cc(C)on3)nn2)cc1
 : 1.1	1	6	-13	1.1	-3	0.9	-5	0.9	1.5
> C=C(C)C1CC=C(C)/C(=N\NC(=S)Nc2ccc(C)cc2)C1 (stereo not drawn)
 : 0.9	0.9	-3	-8	1	2	1	0	1.3	1.2
> C=CCSc1nnc2nc3c(nn12)c1cc(C)ccc1n3CC=C
 : 1	1	-2	-1	1	8	1	0	0.9	0.76
> Cc1cc(C)n2c(SCC(=O)NC3CCCCC3)nnc2n1
 : 1	0.9	-7	-10	1	2	1.1	-4	1	1.4
> O=C(CCSc1ccc(Cl)cc1)NCc1ccncc1
 : 1.1	1	5	-1	1	2	1	-3	1.2	1.6
> N#Cc1cc2cc3c(cc2nc1N1CCCCC1)OCCO3
 : 0.9	0.5	30	-8	0.9	23	0.7	7	1.1	1.6
> Fc1ccccc1NC(=S)N1CCN(c2ccccn2)CC1
 : 0.8	0.9	-1	-14	1	-3	1	0	0.8	1.2
> Cc1ccc(OC(=O)CCC(=O)OCCCC(F)(F)C(F)(F)F)cc1
 : 1	1	0	-6	1	14	1	3	0.9	1
> CCC(c1nnc(SCc2nc3ccccc3s2)n1Cc1ccccc1)N(C)C (stereo not drawn)
 : 1	0.9	2	-10	1	43	1	-2	1.1	1
> Cc1cccc(NC(=O)CSc2nc(C)c(Cc3ccccc3)c(=O)[nH]2)c1
 : 1	1	-4	-6	1	12	1	-1	0.9	1.2
> COc1cc(C)c(S(=O)(=O)NC2CC(C)(C)NC(C)(C)C2)cc1C
 : 1	1	-7	-9	1	-18	1.1	-1	1	0.98
> CCCC(=O)c1c(NC)cc(C)oc1=O
 : 1	1	-1	-5	1.1	6	1	-5	1	0.88
> COc1ccnc(-n2cccc2/C=N/O)c1C#N
 : 0.9	1	-5	-10	1.1	11	1	-8	0.9	1.3
> CCc1ccc(N2CC(C(=O)Nc3nnc(CC)s3)CC2=O)cc1 (stereo not drawn)
 : 1.1	1.1	-4	-17	1	6	1	-4	1	1.2
> Cc1cnc(NC(=O)CCNC(=O)c2ccccc2Cl)s1
 : 1	1	0	-10	1	14	1	1	1.1	1.2
> O=C(CSc1nc2ccccc2[nH]1)N=Nc1c(O)[nH]c2ccccc12
 : 0.8	0.8	6	-88	1	12	0.9	2	1	0.91
> COC(=O)c1ccc(C(=O)OC)c(NC(=O)COC(=O)C2CCC(C(C)(C)C)CC2)c1 (stereo not drawn)
 : 1	1	-2	-13	1	-8	1	-2	1	0.64
> COc1cc(/C=N/Nc2nc3c(c(=O)n(C)c(=O)n3C)n2Cc2ccccc2)ccc1OC(=O)c1ccco1
 : 1	1	-6	-34	1	0	1.1	-2	0.9	0.39
> CCN(CC)C(=O)COc1ccc(-c2ccccc2)cc1
 : 1	1	9	-14	1.1	33	0.9	-5	1	2

Some of the entries so far, as tab-separated lines.
compound	PMI activator	PMI act hi M6P	FLuc inhib CS	TNAP inh noacc	TNAP act hiacc	APP 5'UTR act	FLuc act counter	TNAP inh hiacc	bIAP act	NF-kB expr up
CCN(CC)c1ccc(-n2c(O)c(C=C3N=c4ccccc4=N3)sc2=S)cc1	1	1	-6	6	0.9	28	1.1	6	1	1.1
CCOc1ccc(-n2c(SCC(=O)Nc3ccccc3CC)nc3n[nH]c(C)c3c2=N)cc1	1	1	-7	-15	1	8	1.1	1	1.2	0.51
CCCCS(=O)(=O)NC1=NCN(CC)CN1	1	1	-4	-5	1	17	1	1	1	1.1

Compounds were not picked by outcome; about 3.6% have a hit in one of these screens.
